Screening results (PubChem)
uPA generation = cell surface uPA generation inhibition; 330,000 tested, 0.31% active; AID 540303; cell surface uPA generation assay, qHTS; Potency, µM (titrated, usually from 38.3 µM), inactives show top-dose activity change, negative = inhibition, actives largely listed as inhibitors; active means well fitted inhibition curve with a large enough effect; inconclusive means small, poorly fitted or top-dose-only effect; inactive means no such curve, though single readings can be large or run the other way; tested in mouse RAW 264.7 cells; further: on the % scale 0 is the no-effect control and ±100 the full control effect; nearly all actives have a fitted effect of over 55% in size
p53 reactivation = restores transcriptional activity of mutant p53; H1299 p53-A138V BP100-luciferase reporter, luminescence, 24 h; Potency, µM (titrated, usually from 92.2 µM), for inactives: at the highest dose activity change, positive = activation, most hits filed as activators; 320,000 tested, 0.063% active; AID 504706; further: % of control where 0% means no effect; nearly all actives have a fitted effect of over 45% in size
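p53-null H1299 cells stably carrying temperature-sensitive p53-A138V and a BP100-luciferase reporter were pinned with compounds (4-point, 1:5 series) and held 24 hrs at 37 deg C. Luminescence was read 10 min after detection reagent.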
NPC1 prom act = activates the NPC1 promoter. Huh7 NPC1 promoter luciferase reporter, 24 h. Potency, µM (highest dose often 9.22 µM), for the others: at the highest dose activation, hits mostly activators. 320,000 tested, 2.4% active;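 further: % of control where 0% means no effect; nearly all actives have a fitted effect of over 60% in size; reporter is driven by a mutant NPC1 promoter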
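In 1536-well qHTS, Huh7 cells harboring an NPC1 promoter–luciferase construct received compound for 24 h; activation was quantified by luminescence following luciferase reagent addition.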
FLuc counter = counter-screen for miR-21 project: firefly luciferase inhibitors or activators | P08659 | purified FLuc, Km substrates, luminescence inhibition | Potency, µM (doses to about 57.5 µM), inactives show top-dose activity change, negative = inhibition, usual class: inhibitors | 360,000 tested, 6.9% active | AID 588342;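 further: plate controls were vehicle for no effect and reference inhibitor for full effect; nearly all actives have a fitted effect of over 55% in size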
Target sequence (P08659 whole entry, looked up): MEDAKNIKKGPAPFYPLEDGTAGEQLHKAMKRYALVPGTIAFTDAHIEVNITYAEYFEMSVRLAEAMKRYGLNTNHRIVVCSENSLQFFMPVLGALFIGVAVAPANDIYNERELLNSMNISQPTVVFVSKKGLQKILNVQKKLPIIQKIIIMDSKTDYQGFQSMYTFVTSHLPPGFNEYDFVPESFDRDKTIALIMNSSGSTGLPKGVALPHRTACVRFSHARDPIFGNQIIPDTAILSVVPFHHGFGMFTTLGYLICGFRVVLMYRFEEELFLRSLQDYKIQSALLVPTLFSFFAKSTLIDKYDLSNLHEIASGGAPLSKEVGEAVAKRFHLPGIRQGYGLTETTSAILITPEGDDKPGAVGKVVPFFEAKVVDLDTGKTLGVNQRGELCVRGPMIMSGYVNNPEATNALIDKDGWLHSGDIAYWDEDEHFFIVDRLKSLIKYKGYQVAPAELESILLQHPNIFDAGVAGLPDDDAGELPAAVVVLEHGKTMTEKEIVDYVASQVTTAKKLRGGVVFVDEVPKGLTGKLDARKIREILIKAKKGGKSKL
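Purified P. pyralis luciferase, 10 nM final, with Km-level 10 uM D-luciferin and 10 uM ATP in 50 mM Tris acetate pH 7.5, 10 mM Mg acetate, 0.01% Tween-20, 0.05% BSA; 6-point qHTS titration about 60 µM downward; luminescence read.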
Rab9 prom act = activators of Rab9 promoter; Huh7 Rab9 promoter-luciferase reporter, luminescence, 24 h; Potency, µM (highest dose often 9.22 µM), inactives show top-dose activation, negative = inhibition, most hits filed as activators; 320,000 tested, 2.8% active; AID 485297; further: % of control where 0% means no effect; nearly all actives have a fitted effect of over 60% in size
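Rab9 promoter-driven luciferase in stably transfected Huh7 cells; 1500 cells/well rested 2 h, exposed to compound in DMSO for 24 h at 37 °C, 5% CO2. Luminescence read 10 min after adding luciferase reagent at ambient temperature.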
BRCA1 expr act = activators of BRCA1 expression; AID 624202; MCF7-BRCA1-FFLuc reporter, luminescence, 48 h; response scale: scaled: vehicle 0%, 10 µM genistein 100%; Potency, µM (top dose mostly 46.1 µM), inactives show at the top dose activation, hits mostly activators; 380,000 tested, 1.1% active; further: nearly all actives have a fitted effect of over 80% in size; some results filed as inactive show a strong effect at the top dose
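Quantitative HTS in MCF7 cells stably reporting BRCA1 expression via firefly luciferase. Compound treatment lasts 48 h at 37 °C in phenol-red free MEM. Activation is expressed relative to genistein at 10 microM and DMSO.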
ELG1 genotox = induces genotoxicity in HEK293T cells with luciferase-tagged ELG1 | HEK293T ELG1-luciferase reporter, luminescence, 16 h | Potency, µM (top dose mostly 46 µM), for the others: at the top dose activity change, positive = activation, usual class: activators | 330,000 tested, 1.3% active | AID 504466; further: % of control where 0% means no effect; nearly all actives have a fitted effect of over 60% in size
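HEK293T cells expressing luciferase-tagged ELG1 were treated with compound or DMSO for 16 hr at 37°C. Luciferase activity was then read after 30 min with ONE-Glo at room temperature; rising signal flags genetic stress.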
VP16 counter = Gal4-VP16 reporter inhibition counter-screen; Potency, µM (doses to about 53.6 µM), for the others: at the top dose activity, negative = inhibition, hits mostly inhibitors; Drosophila S2 Gal4-VP16 UAS-luciferase, luminescence, 20 h; 310,000 tested, 3.5% active;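 further: Gal4-VP16 expression switched on by copper sulfate through the metallothionein promoter; on the % scale 0 is the no-effect control and ±100 the full control effect; nearly all actives have a fitted effect of over 50% in size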
RORgamma inh = ROR gamma (mouse) transcription inhibition; P51450; Drosophila S2 Gal4-RORgamma UAS-luciferase reporter, 20 h; Potency, µM (doses to about 53.6 µM), without a hit: at the highest dose activity change, negative = inhibition, actives largely listed as inhibitors; 310,000 tested, 5.4% active; further: on the % scale 0 is the no-effect control and ±100 the full control effect; nearly all actives have a fitted effect of over 60% in size
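Schneider cells (Drosophila), stable Gal4 DBD–ROR gamma + UAS-luc; 1 hr cmpd preincubation; Cu2+ induction 700 uM final; 20 hr ambient; luminescence.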
MBNL1-CUG inh = blocks human MBNL1 binding to CUG repeat RNA. Q9NR56. TR-FRET MBNL1-His/biotin-(CUG)12 binding, 665/545 ratio. Potency, µM (series often up to 57.5 µM), for inactives: top-dose activity change, negative = inhibition, actives largely listed as inhibitors. 280,000 tested, 0.036% active. AID 2675; active means well fitted inhibition curve with a large enough effect in the signal ratio, with a control signal flat, not every such curve was filed as active; inconclusive means small, poorly fitted or top-dose-only effect, or effect the other way, or a change in a side signal; inactive means no such curve, though single readings can be large or run the other way; the % refers to the signal ratio; further: on the % scale 0 is the no-effect control and ±100 the full control effect
Target sequence (Q9NR56 whole entry, looked up): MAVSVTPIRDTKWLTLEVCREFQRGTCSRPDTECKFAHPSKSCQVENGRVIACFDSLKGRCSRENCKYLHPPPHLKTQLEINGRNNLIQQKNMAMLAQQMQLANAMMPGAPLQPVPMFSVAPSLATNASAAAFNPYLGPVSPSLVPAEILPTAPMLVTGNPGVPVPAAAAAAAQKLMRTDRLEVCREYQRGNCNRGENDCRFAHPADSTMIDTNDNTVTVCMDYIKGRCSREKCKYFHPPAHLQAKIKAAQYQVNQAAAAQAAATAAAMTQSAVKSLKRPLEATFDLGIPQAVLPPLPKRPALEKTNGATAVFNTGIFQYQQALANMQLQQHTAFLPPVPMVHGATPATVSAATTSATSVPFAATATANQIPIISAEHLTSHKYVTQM
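MBNL1-His + Biotin-(CUG)12, cpd titration 92 nM–58 uM; Tb anti-His Ab 0.055 ng/ul, SA-XL665 5 nM (final); 60 min RT; ratiometric 665/545 nm, Ex 340 nm; normalized to buffer and full-complex controls.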
* hit, by the source's call; ? = inconclusive; . = not tested or not shown; [ ] = another dose, or the depositor's remark. Unless noted, the call rests on the fitted dose curve; in most records, active means well fitted curve in the direction sought with a large enough effect; inconclusive means small, poorly fitted or top-dose-only effect, or another doubt; inactive means no such curve, though single readings can be large; an effect the other way counts as inactive or inconclusive. Potency means the concentration at half of the fitted maximal effect. A portion of the library. The share of hits here may be higher or lower than overall.

SMILES | uPA generation | p53 reactivation | NPC1 prom act | FLuc counter | Rab9 prom act | BRCA1 expr act | ELG1 genotox | VP16 counter | RORgamma inh | MBNL1-CUG inh
Cc1nc(SCc2c(Cl)cccc2Cl)nc(OC(=O)N(C)C)c1C | -2.0% | -5.2% | 0.9% | 5.9% | -6.9% | -27.9% | -0.6% | -10.7% | 0.3% | -4.0%
COc1ccc(C(=O)CCNc2ccc(F)cc2)cc1 | -10.9% | 15.0% | ? | ? | 2.82µM* | 72.9% | ? | -19.7% | -7.7% | -8.9%
CCc1ccc(NC(=O)CCNC(=O)N2C[C@H]3C[C@@H](C2)c2cccc(=O)n2C3)cc1 | -0.7% | 25.6% | 9.4% | -15.8% | 0.0% | 37.0% | 10.1% | -17.1% | -19.1% | -3.2%
CC(C)CC(NC(=O)CCCNC(=O)CCC(=O)OC1O[C@H]2OC3(C)CC[C@H]4[C@H](C)CCC(C1C)C24OO3)C(=O)O (some centres undefined) | -12.7% | 8.5% | -21.6% | -1.1% | -31.6%[inhibitor] | -13.3% | -10.4% | 1.2% | 3.1% | 2.1%
Cn1c(=O)n(CC(=O)N2CCC3(CC2)OCCO3)c(=O)c2ccccc21 | -4.0% | 3.0% | -3.9% | -6.4% | 1.4% | 11.5% | -3.2% | . | 9.0%[0.365 µM] | 2.6%
CC(C)OP(=O)(OC(C)C)C(Nc1ccc([N+](=O)[O-])cc1)c1cccc([N+](=O)[O-])c1 (centres undefined) | -3.0% | -4.6% | -2.6% | 4.0% | -1.8% | -20.7% | -6.8% | 2.4% | 29.4% | ?
CC1CN2c3ccc([N+](=O)[O-])cc3CC3(C(=O)N(C)C(=O)N(C)C3=O)C2C(C)O1 (centres undefined) | 1.9% | -10.8% | -1.7% | 1.4% | 1.0% | -31.7% | -4.2% | -16.4% | 11.2% | 8.3%
O=C1c2ccccc2C(=O)N1Cc1nc(-c2ccccc2)no1 | . | -3.3% | -0.8% | ? | -1.5% | 0.6% | 0.9% | 4.0% | -10.9% | 9.0%
CCCCn1c(O)c(C(CC)=NCc2cccnc2)c(=O)[nH]c1=O | . | -4.0% | -4.6% | -0.8% | -2.9% | -23.0% | -0.5% | -6.9% | 2.0% | -1.7%
CCN1CCN(/C=N/c2nc(C)cs2)CC1 | -0.1% | ? | ? | ? | ? | ? | ? | 0.0% | -8.3% | 2.6%
Cc1cc(OC(=O)N(C)C)nc2c1c(C)nn2C | 1.2% | -0.6% | 2.7% | -1.3% | -7.5% | -23.8% | -0.1% | -0.1% | -9.9% | -3.9%
CC(=O)NC(Cc1ccc(N(CCCl)CCCl)cc1)C(=O)NCC(=O)NCC(=O)O (centres undefined) | -1.0% | -1.1% | -4.7% | 0.0% | -0.7% | 11.3% | -3.9% | -5.7% | -12.6% | -12.7%
N#CC1=C(N)Oc2n[nH]c(-c3cccs3)c2C1c1ccco1 (centres undefined) | -6.4% | ? | 8.3% | -6.7% | -1.9% | 0.0% | 1.8% | 15.7% | -1.7% | ?
CCCn1ncc(CN2CCCC(C(=O)c3cccc(OC)c3)C2)c1C (centres undefined) | -0.5% | 0.1% | -3.3% | -0.6% | -3.9% | -19.8% | -5.3% | -4.9% | 1.8% | -8.9%
O=C(CCCN1CCC(n2c(=O)[nH]c3ccccc32)CC1)c1ccc(F)cc1 | 14.0% | -5.7% | -1.8% | 1.4% | 1.2% | 0.1% | -14.1% | -4.5%[17 µM] | 25.6%[2.98 µM] | .
O=C1NC(=O)N(c2ccc(F)cc2)C(=O)/C1=C/c1ccc(N2CCOCC2)cc1 | -4.8% | 5.1% | -7.3% | ? | -7.6% | 11.2% | 0.1% | 9.9% | 10.4% | 0.7%
Cc1ncc([N+](=O)[O-])n1CCOc1nonc1N | 11.0% | -7.5% | -5.0% | -8.2% | 0.9% | -2.3% | -3.8% | ? | -59.6% | .
O=c1c2ccccc2nc(CNCC2CCCO2)n1-c1ccc(F)cc1 (centres undefined) | -0.7% | -4.1% | -2.9% | -1.2% | -3.8% | -8.1% | -1.1% | 3.6% | -26.0% | -0.6%
COC(=O)C1=C(c2cccc(C#N)c2)C[C@@H]2CC[C@H]1N2C(=O)N1CCCC1 | 12.0% | -12.6% | -1.9% | 0.4% | 0.4% | -9.4% | 2.6% | . | . | .
CC1CCC(C(C)C)C(OP(=O)(c2ccc(N(C)C)cc2)C(O)c2cccnc2)C1 (centres undefined) | . | -14.1% | -3.8% | 2.6% | -5.6% | . | -0.4% | 2.4% | ? | -23.5%[11.5 µM]

Structural class: the entries above containing a cyano group (2)
SMILES | uPA generation | p53 reactivation | NPC1 prom act | FLuc counter | Rab9 prom act | BRCA1 expr act | ELG1 genotox | VP16 counter | RORgamma inh | MBNL1-CUG inh
N#CC1=C(N)Oc2n[nH]c(-c3cccs3)c2C1c1ccco1 (centres undefined) | -6.4% | ? | 8.3% | -6.7% | -1.9% | 0.0% | 1.8% | 15.7% | -1.7% | ?
COC(=O)C1=C(c2cccc(C#N)c2)C[C@@H]2CC[C@H]1N2C(=O)N1CCCC1 | 12.0% | -12.6% | -1.9% | 0.4% | 0.4% | -9.4% | 2.6% | . | . | .

Next entries
SMILES | uPA generation | p53 reactivation | NPC1 prom act | FLuc counter | Rab9 prom act | BRCA1 expr act | ELG1 genotox | VP16 counter | RORgamma inh | MBNL1-CUG inh
O=C1NC(=O)N(CCc2ccc(F)cc2)C(=O)/C1=C\C=C\c1ccccc1 | 10.7% | -1.9% | -17.0% | -8.6% | -21.1% | -15.0% | -11.7% | -5.1% | -2.6% | -3.7%
COc1ccc(/C=N/NC(=O)c2cccc([N+](=O)[O-])c2)cc1OC | 5.4% | 2.3% | -5.9% | ? | 0.9% | 1.1% | -0.3% | -1.7% | -39.0% | ?
CCN(CC)C(=O)c1ccc(NC(=O)c2cc(S(=O)(=O)N3CCCCCC3)ccc2OC)cc1 | 1.8% | 2.8% | 0.4% | -0.2% | -5.8% | -8.1% | -3.7% | . | . | .
CCCCn1c(O)c(C=NCCCn2ccnc2)c(=O)[nH]c1=O | 2.8% | 4.8% | 0.9% | 1.1% | -1.6% | -19.0% | -4.1% | -0.2% | 13.9% | -3.7%
CSC1=NP(=S)(SC)N(C)c2nc3n(c21)CCC3 (centres undefined) | 2.7% | 1.0% | -3.9% | 2.2% | 6.9% | -2.4% | 0.7% | 3.0% | -7.6% | 131.2%[activator]
Cc1cccn2c(=O)c3cc(C(=O)N4CCC5(CC4)OCCO5)n(C)c3nc12 | -11.8% | 10.2% | -19.2% | 0.3% | -10.7% | -60.7% | 3.9% | -12.2% | -26.9% | 10.5%
C/C(=N\NC(=O)c1ccccc1O)c1c(O)n(Cc2ccccc2)c(=O)[nH]c1=O | 17.1% | 5.4% | -3.1% | 10.7µM* | -2.9% | -18.5% | 4.3% | -16.1% | 15.8µM* | -6.6%
O=C1NC(=O)C(CCc2ccncc2)(CCc2ccncc2)C(=O)N1CCc1ccccc1 | 2.4% | -1.6% | 1.8% | -0.1% | 2.0% | -15.7% | 0.1% | -1.6% | -0.4% | -0.3%
O=c1[nH]c(=O)n(-c2cccc(Cl)c2)c(O)c1C=NCCCN1CCOCC1 | -4.3% | -2.2% | 1.8% | 0.9% | 5.5% | 2.6% | -0.2% | -7.9% | -8.6% | -4.0%
O=[N+]([O-])c1cc(-c2ccc([As](=O)(O)O)cc2)ccc1[As](=O)(O)O | . | -3.6% | -5.4% | 3.7% | -3.4% | . | -3.1% | 5.0% | -18.1% | ?
COc1ccc(OCc2n[nH]c(=S)n2Cc2ccco2)cc1 | 0.2% | 4.6% | -4.1% | -7.7% | 0.9% | 60.8% | 5.7% | ? | 5.62µM* | 3.1%
COC(=O)N1C(=O)[C@](c2ccc(OC)cc2)(C(C)C)N1C(=O)OC | ? | 9.8% | -1.0% | 1.5% | 0.4% | -18.5% | -0.6% | 1.3% | -37.2% | -5.5%
C/C(=N\N1CCCCC1)c1c(O)[nH]c(=O)[nH]c1=O | -4.0% | -4.8% | -6.0% | 3.9% | -2.1% | -6.1% | 9.9% | -3.7% | 21.5% | -14.4%
CC(=O)O[C@]1(c2ccccc2)CCN(C)[C@H]2CCCC[C@@H]21 | -2.1% | -9.1% | -0.1% | 5.2% | -3.4% | 30.2% | -1.8% | 4.6% | -29.3% | -11.8%
CCOC(=O)c1c(C)[nH]c(C)c1C(=O)C(Cc1ccccc1)N(C)C (centres undefined) | -1.3% | -3.1% | -1.2% | 5.6% | 8.7% | 12.2% | -2.8% | -8.0% | -7.7% | 0.7%
Brc1ccc2c(c1)C(OC1CN3CCC1CC3)c1ccccc1CS2 (centres undefined) | ? | -15.3% | 0.1% | 2.7% | -3.3% | . | 0.1% | ? | ? | -13.4%
CN1C(=O)C(=Cc2ccc(N3CCCCCC3)cc2)C(=O)N(C)C1=O | -0.6% | 2.7% | -3.2% | 19µM* | -0.1% | . | -0.1% | -9.3% | 5.8% | 6.8%
CCCCn1c(O)c(/C=C/C=Nc2ccccc2)c(=O)[nH]c1=O | 17.9% | 10.2% | -0.6% | -0.4% | 2.4% | -8.3% | 5.1% | -4.4% | 115.5% | ?
CC1CCCN(C(=O)CN2C3CCC2CC(O)(c2ccc(F)cc2)C3)C1 (centres undefined) | -1.0% | 0.0% | -1.9% | 3.4% | -4.6% | 0.0% | 4.2% | 5.8% | 13.7% | .
